HDAC3 inh = inhibitors of human histone deacetylase 3. O15379. recombinant HDAC3, fluorogenic peptide/trypsin coupled, fluorescence. inhibition, % at 8.3 µM. 0.15% of 320,000 active. AID 2718; in the data active means inhibition above about 26%, passing the limit was not always enough; inconclusive means no clear call, values can overlap the other calls
Target sequence (O15379 whole entry, looked up): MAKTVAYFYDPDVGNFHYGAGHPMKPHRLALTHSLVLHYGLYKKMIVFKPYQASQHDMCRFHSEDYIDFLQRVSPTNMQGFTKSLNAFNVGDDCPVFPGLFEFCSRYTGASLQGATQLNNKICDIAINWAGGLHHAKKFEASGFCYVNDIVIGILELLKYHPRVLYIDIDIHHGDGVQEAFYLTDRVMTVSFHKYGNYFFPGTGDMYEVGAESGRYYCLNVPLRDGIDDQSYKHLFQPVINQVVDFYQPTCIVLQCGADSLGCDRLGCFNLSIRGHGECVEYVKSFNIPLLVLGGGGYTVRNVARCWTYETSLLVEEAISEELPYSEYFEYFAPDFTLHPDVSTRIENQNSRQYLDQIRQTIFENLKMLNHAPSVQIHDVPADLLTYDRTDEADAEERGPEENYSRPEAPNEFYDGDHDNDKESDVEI
DYRK1A inh = blocks rat Dyrk1A kinase activity. Q63470. ADP-Glo luminescence, NFATc1 peptide. inhibition, % at 12.5 µM. 0.43% of 310,000 active; in the data active means inhibition above about 50%;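 further: plate controls were vehicle with enzyme for no effect and no enzyme for full effect; many of its hits are not listed in these tables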
GSK3 alpha inh = human GSK-3 alpha kinase inhibition; P49840; ADP-Glo luminescence, 60 min; inhibition, % at 10 µM; 0.1% of 320,000 active;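 in the data active means inhibition above about 50%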;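 further: GST-tagged GSK-3 alpha with peptide substrate and 25 µM ATP; 0% = DMSO neutral wells and 100% = GW8510 positive control wells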
Target sequence (P49840 whole entry, looked up): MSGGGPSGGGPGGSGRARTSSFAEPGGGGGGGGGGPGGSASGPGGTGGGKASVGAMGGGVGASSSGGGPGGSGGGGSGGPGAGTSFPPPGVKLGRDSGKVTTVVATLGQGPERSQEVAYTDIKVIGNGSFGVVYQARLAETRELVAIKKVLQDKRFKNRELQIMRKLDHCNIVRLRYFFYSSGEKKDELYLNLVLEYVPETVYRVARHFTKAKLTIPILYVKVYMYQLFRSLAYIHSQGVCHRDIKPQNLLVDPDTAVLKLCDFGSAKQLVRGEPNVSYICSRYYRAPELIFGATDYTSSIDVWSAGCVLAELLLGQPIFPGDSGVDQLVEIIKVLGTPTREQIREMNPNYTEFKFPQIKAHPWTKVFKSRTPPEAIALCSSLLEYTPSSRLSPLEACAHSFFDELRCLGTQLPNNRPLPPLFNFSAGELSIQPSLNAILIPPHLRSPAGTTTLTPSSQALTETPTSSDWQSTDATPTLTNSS
* marks the source's active call; other numbers are inactive results; ? = inconclusive. These rows are one share of the data. The share of hits here may be higher or lower than overall.

SMILES	HDAC3 inh	DYRK1A inh	GSK3 alpha inh
C=C[C@@H]1c2c(F)cccc2N(S(=O)(=O)c2ccc(C)cc2)[C@H](c2ccc(OC(C)=O)cc2)C1(C#N)C#N	4	2	-2
O=C1OC[C@@H]2CCCN2C(=O)[C@@H](CC(=O)N(CCO)Cc2ccccc2)C/C=C\C[C@H]1Cc1ccc(F)cc1	0	7	0
Cc1cccc(Oc2ccccc2NS(=O)(=O)c2ccc(CCC(=O)O)cc2)c1	0	4	-5
O=C(Nc1ccc(F)cc1F)c1ccc(S(=O)(=O)NCc2ccco2)cc1	7	-1	-5
COc1ccc(CNC(=O)Cn2cnc3c(SC)nc(N)nc32)cc1	4	-2	-1
Cn1c(SCC(=O)N2CCCC2=O)nc2ccccc2c1=O	-9	13	2
COc1ccc2c(c1)C(=O)N1[C@H]3c4cc(C)ccc4OC[C@@H]3[C@H](c3ccccc3)[C@]1(C)C(=O)N2	4	55*	-2
CC(C)(C)[C@@H]1COC(=O)[C@H](Cc2ccc(F)cc2)CC/C=C\C[C@H](CC(=O)N(CCO)Cc2ccccc2)C(=O)N1	5	6	3
O=C1C=C(c2cccc(CO)c2)C[C@@H](c2ccc(Cl)cc2)C1	-1	11	-3
CC(C)C[C@H](CO)N(Cc1ccccc1)S(=O)(=O)N(Cc1ccccc1)[C@@H](CO)CC(C)C	3	14	-1
N#CCCN(C(=O)COC(=O)CSc1ccc(Cl)cc1)c1ccccc1	2	1	-4
CC(=O)Nc1ccc(S(=O)(=O)NNC(=O)CCC(=O)NCc2ccccc2)cc1	-1	4	-2
COc1ccc2ccc(C(C)(C(C)=O)C(=O)OC(C)C)cc2c1 (stereo unspecified)	11	9	-1
C[C@H](CO)N1C[C@H](C)[C@@H](CN(C)Cc2ccc(Cl)c(Cl)c2)Oc2c(NC(=O)CCC(F)(F)F)cccc2C1=O	8	3	-3
CC1CCCCC1NC(=O)CCS(=O)(=O)c1ccc(Cl)cc1 (stereo unspecified)	3	-4	-1

Copied from the list.
DYRK1A inh with COc1ccc(CNC(=O)Cn2cnc3c(SC)nc(N)nc32)cc1 reads -2
GSK3 alpha inh with O=C1OC[C@@H]2CCCN2C(=O)[C@@H](CC(=O)N(CCO)Cc2ccccc2)C/C=C\C[C@H]1Cc1ccc(F)cc1 reads 0

Later entries:
SMILES	HDAC3 inh	DYRK1A inh	GSK3 alpha inh
CC(Sc1ccccn1)C(=O)Nc1ccc2c(c1)OCCO2 (stereo unspecified)	2	-1	-5
C[C@H](CO)N1C[C@H](C)[C@H](CN(C)CC2CC2)Oc2ccc(NC(=O)CCN3CCOCC3)cc2C1=O	-2	-5	0
O=C(NCCC(=O)N(Cc1ccco1)Cc1cccs1)c1ccc(Br)cc1	2	-2	1
CCOc1cc(N2CCOCC2)c(OCC)cc1NC(=O)CN1C(=O)NC2(CCCCC2)C1=O	-1	-1	-5
CCN(CC)S(=O)(=O)c1ccc(N2CCCC2)c(NC(=O)C2=NN(c3ccccc3)C(=O)CC2)c1	6	-2	2
COc1ccc(-c2c(C#Cc3ccsc3)c3cc(-c4cccc5[nH]ccc45)ccc3n2C)cc1	5	1	9
Cc1ccc(S(=O)(=O)N2[C@@H](c3ccccc3)C(C(=O)O)=CC[C@H]2c2ccc(Cl)c(Cl)c2)cc1	-4	-5	-3
Cc1ccc(OCCNC(=O)C2CC(=O)N(Cc3ccccc3)C2)cc1 (stereo unspecified)	-2	-5	-2
O=C(NCC1CCCO1)c1cccc2c1C(=O)c1ccc(N3CCC(Cc4ccccc4)CC3)cc1S2(=O)=O (stereo unspecified)	1	9	1
CN(CC(=O)Nc1cccc(F)c1)CC(=O)Nc1ccccc1-c1ccccc1	2	-5	-3
CCN(CC(=O)NCc1cccs1)C(=O)COc1ccc(C(C)=O)cc1	6	-1	0
COc1ccc(CNC(=O)c2ccc(N3CCC4(CC3)CC(c3ccc(Cl)cc3)=NO4)c(NC(=O)Cc3ccc(F)cc3)c2)cc1	0	-2	-3
O=C(CCNC(=O)c1ccc([N+](=O)[O-])cc1)Oc1ccc(F)c(F)c1	1	2	2
O=C(Cn1ccnc1)c1ccc(O)c(O)c1	-2	-6	0
COc1ccc(C2=CC(=O)C[C@H](c3ccc(F)cc3)C2)cc1F	9	-3	5
CSc1cccc(NC(=O)COC(=O)C2CCN(S(=O)(=O)c3ccccc3)CC2)c1	4	2	1
O=C1CC(c2ccccc2)NN1 (stereo unspecified)	1	-7	0
CCOC(=O)c1c(C)[nH]c(C(=O)NCC(c2ccco2)N2CCCCC2)c1C (stereo unspecified)	2	8	-1
COc1ccc(NC(=O)N(C)C[C@H]2Oc3ccc(NS(=O)(=O)c4cccs4)cc3C(=O)N([C@H](C)CO)C[C@@H]2C)cc1	0	-13	-2
C[C@@]12C(=O)Nc3ccc(Cl)cc3C(=O)N1[C@H]1c3cc(Cl)ccc3OC[C@@H]1[C@@H]2c1ccccc1	2	-3	1
O=C(NCC(c1ccco1)N1CCCC1)c1cc2ccccc2s1 (stereo unspecified)	4	5	1
O=C(O)c1ccc(CNC(=O)c2ccc(S(=O)(=O)N3CCCCC3)cc2)cc1	3	8	-3
COc1ccc([C@H]2CC(=O)C=C(/C=C/c3ccccc3)C2)cc1OC	2	3	-2
COc1cccc([C@@H]2CC=C(C(=O)O)[C@H](c3ccc(Cl)cc3)N2S(=O)(=O)c2ccc(C)cc2)c1	4	1	-2
COc1ccc(C2=NCCn3nc4ccccc4c32)cc1	-2	7	-2
COc1ccc(NC(=O)Cc2ccsc2)cc1S(=O)(=O)N1CCCCC1	-1	-5	-3
CC1(C)Cc2cccc(OCC(=O)OCc3nnc(-c4ccc([N+](=O)[O-])cc4)o3)c2O1	2	0	-7
COc1ccc(NC(=O)[C@@H]2CCCN2S(=O)(=O)c2ccc(Cl)cc2)cc1	1	-1	-3
O=C(c1cc(Cl)ccc1O)N1CCN(S(=O)(=O)Cc2ccccc2)CC1	-1	2	3
O=C(CSc1nnc(-c2ccccc2F)o1)NC1CC1	-4	-5	-3

Exported comma-delimited: 23 of the compounds above
SMILES,HDAC3 inh,DYRK1A inh,GSK3 alpha inh
CCN(CC)S(=O)(=O)c1ccc(N2CCCC2)c(NC(=O)C2=NN(c3ccccc3)C(=O)CC2)c1,6,-2,2
COc1ccc(-c2c(C#Cc3ccsc3)c3cc(-c4cccc5[nH]ccc45)ccc3n2C)cc1,5,1,9
Cc1ccc(S(=O)(=O)N2[C@@H](c3ccccc3)C(C(=O)O)=CC[C@H]2c2ccc(Cl)c(Cl)c2)cc1,-4,-5,-3
Cc1ccc(OCCNC(=O)C2CC(=O)N(Cc3ccccc3)C2)cc1 (stereo unspecified),-2,-5,-2
O=C(NCC1CCCO1)c1cccc2c1C(=O)c1ccc(N3CCC(Cc4ccccc4)CC3)cc1S2(=O)=O (stereo unspecified),1,9,1
CN(CC(=O)Nc1cccc(F)c1)CC(=O)Nc1ccccc1-c1ccccc1,2,-5,-3
CCN(CC(=O)NCc1cccs1)C(=O)COc1ccc(C(C)=O)cc1,6,-1,0
COc1ccc(CNC(=O)c2ccc(N3CCC4(CC3)CC(c3ccc(Cl)cc3)=NO4)c(NC(=O)Cc3ccc(F)cc3)c2)cc1,0,-2,-3
O=C(CCNC(=O)c1ccc([N+](=O)[O-])cc1)Oc1ccc(F)c(F)c1,1,2,2
O=C(Cn1ccnc1)c1ccc(O)c(O)c1,-2,-6,0
COc1ccc(C2=CC(=O)C[C@H](c3ccc(F)cc3)C2)cc1F,9,-3,5
CSc1cccc(NC(=O)COC(=O)C2CCN(S(=O)(=O)c3ccccc3)CC2)c1,4,2,1
O=C1CC(c2ccccc2)NN1 (stereo unspecified),1,-7,0
CCOC(=O)c1c(C)[nH]c(C(=O)NCC(c2ccco2)N2CCCCC2)c1C (stereo unspecified),2,8,-1
COc1ccc(NC(=O)N(C)C[C@H]2Oc3ccc(NS(=O)(=O)c4cccs4)cc3C(=O)N([C@H](C)CO)C[C@@H]2C)cc1,0,-13,-2
C[C@@]12C(=O)Nc3ccc(Cl)cc3C(=O)N1[C@H]1c3cc(Cl)ccc3OC[C@@H]1[C@@H]2c1ccccc1,2,-3,1
O=C(NCC(c1ccco1)N1CCCC1)c1cc2ccccc2s1 (stereo unspecified),4,5,1
O=C(O)c1ccc(CNC(=O)c2ccc(S(=O)(=O)N3CCCCC3)cc2)cc1,3,8,-3
COc1ccc([C@H]2CC(=O)C=C(/C=C/c3ccccc3)C2)cc1OC,2,3,-2
COc1cccc([C@@H]2CC=C(C(=O)O)[C@H](c3ccc(Cl)cc3)N2S(=O)(=O)c2ccc(C)cc2)c1,4,1,-2
COc1ccc(C2=NCCn3nc4ccccc4c32)cc1,-2,7,-2
COc1ccc(NC(=O)Cc2ccsc2)cc1S(=O)(=O)N1CCCCC1,-1,-5,-3
CC1(C)Cc2cccc(OCC(=O)OCc3nnc(-c4ccc([N+](=O)[O-])cc4)o3)c2O1,2,0,-7

New compounds follow:
SMILES	HDAC3 inh	DYRK1A inh	GSK3 alpha inh
O=C(CN1c2cccc3cccc(c23)S1(=O)=O)Nc1ccc(F)c(F)c1F	-3	3	-3
C=CC[C@H](CC(=O)N(CCO)Cc1ccccc1)C(=O)N[C@@H](COC(=O)[C@@H](CC=C)Cc1ccc(F)cc1)Cc1ccccc1	41*	-2	-2
COC(=O)C1CCN(C(=O)COC(=O)c2cc(-c3ccccc3)nc3ccc(OC)cc23)CC1	2	5	2
Cc1cc(C(=O)OCC(=O)NC(C)c2ccc(F)cc2)c(C)o1 (stereo unspecified)	-4	-4	18
Cc1noc(C)c1NC(=O)Nc1cccc2c1O[C@H](CN(C)S(C)(=O)=O)[C@@H](C)CN([C@H](C)CO)C2=O	?	-6	3
c1cnc2cc(-c3ccsc3)ncc2c1	-6	15	6
COC(=O)c1cc2cc(OC)ccc2n1C	0	-1	-2
O=C(Nc1ccc(F)cc1)C1CCN(C(=O)c2ccc(F)cc2)CC1	0	9	1
Cn1ccc2ccc(C3=CC(=O)C[C@H](c4ccc(F)cc4)C3)cc21	-5	-5	4
CN(Cc1ccccc1)C(=O)CN1C(=O)NC2(CCCC2)C1=O	-8	5	-6
C/C(=N\Nc1ccc(S(=O)(=O)N2CCCCC2)cn1)c1cccc(Br)c1	10	0	-1
COc1cc(/C=C/C(=O)OCC(=O)N2CCC(C)CC2)ccc1OCC#N	-3	-3	0
COc1ccc([C@H]2CC(=O)C=C(c3cccc(CO)c3)C2)cc1	1	11	-1
O=C1C=C(c2ccc(-c3ccccc3)c(F)c2)C[C@@H](c2ccc(F)cc2)C1	0	0	-2
COc1cccc(C(CNC(=O)c2ccc(Cl)c(S(=O)(=O)N3CCCC3)c2)N(C)C)c1 (stereo unspecified)	3	-4	2
C=CC[C@@H](CC(=O)N(CCO)Cc1ccccc1)C(=O)N[C@@H](COC(=O)[C@@H](CC=C)Cc1ccc(F)cc1)Cc1ccccc1	35*	3	-1
O=C1C=C(c2ccc(OC(F)(F)F)cc2)C[C@@H](c2ccc(F)cc2)C1	7	8	-3
C[C@@H]1COC(=O)[C@H](Cc2ccc(F)cc2)C/C=C\C[C@@H](CC(=O)N[C@H](CO)Cc2ccccc2)C(=O)N1	-1	7	0
COc1ccc(C(=O)Nc2ccccc2N2CCOCC2)cc1S(=O)(=O)N1CCOCC1	-2	2	-1
CC(NC(=O)Cc1ccccc1)C(=O)O (stereo unspecified)	-6	9	2
COc1ccc(S[C@@H](CCN2CC[C@H](C)CCC2=O)c2ccccc2)cc1	11	-4	-3
C=CCn1cnnc1SCC(=O)N(C)CC1COc2ccccc2O1 (stereo unspecified)	-2	2	-4
O=C(c1ccccn1)N1CCN(S(=O)(=O)c2cccc(Br)c2)CC1	-4	-4	0
C=CC(=O)Nc1cccc(Oc2cc(Cl)nc3[nH]ccc23)c1	1	10	-2
CC(=O)Nc1ccc(S(=O)(=O)N(C)CC(=O)NC2CCCCCCC2)cc1	-2	0	-2
Cc1cccc(C)c1NC(=O)CSc1ncnc2[nH]ncc12	0	3	-2
COc1cc(C(=O)NC(C)c2ccccc2)ccc1OCC(=O)N1CCOCC1 (stereo unspecified)	8	-2	-2
C=C[C@@H]1c2ccccc2N(S(=O)(=O)c2ccc(C)cc2)[C@H](c2ccccc2)C1(C#N)C#N	3	2	-3
O=C(CSc1cccc[n+]1[O-])Nc1cc(Cl)ccc1[N+](=O)[O-]	-1	-2	-2
CCCCNc1c(-c2cccc(SC(C)CC)c2)nc2ccc(Cl)cn12 (stereo unspecified)	8	10	4
Cc1ccc(S(=O)(=O)N2CCN(C(=O)COC(=O)c3cccc(Cl)c3)CC2)c(C)c1	9	-3	0
COc1ccc(C(=O)O)cc1S(=O)(=O)Nc1ccc(Oc2ccccc2)cc1	4	-1	-3
CC(=O)Nc1ccc(C(=O)OCC(=O)Nc2ccc(S(=O)(=O)N3CCOCC3)cc2)cc1	-1	3	0
COc1cccc(NC(=O)CN(C)CC(=O)NCC(=O)Nc2ccc(F)cc2)c1	4	4	0
CC(C)n1ncc2c(C(=O)N3CCN(Cc4ccc(Cl)s4)CC3)cc(C3CC3)nc21	14	-2	1
O=C(NCc1ccccc1CN1CCOCC1)c1ccc(-n2cccn2)cc1	-4	1	0

Screens: PubChem BioAssay, Broad Institute
